Screens (PubChem BioAssay)
Luciferase inh: blocks Photinus pyralis firefly luciferase activity; P08659; purified firefly luciferase, luminescence, 8 min; Potency, µM (highest dose often 57.1 µM), for the others: at the highest dose activity change, negative = inhibition, most hits filed as inhibitors; 72,000 compounds, 2.2% hits; AID 411; note: potency is the fitted concentration of half-maximal effect; % is set by controls: 0 for no effect and ±100 for the full control effect; nearly all actives have a fitted effect of over 40% in size
Target sequence (P08659 whole entry, looked up): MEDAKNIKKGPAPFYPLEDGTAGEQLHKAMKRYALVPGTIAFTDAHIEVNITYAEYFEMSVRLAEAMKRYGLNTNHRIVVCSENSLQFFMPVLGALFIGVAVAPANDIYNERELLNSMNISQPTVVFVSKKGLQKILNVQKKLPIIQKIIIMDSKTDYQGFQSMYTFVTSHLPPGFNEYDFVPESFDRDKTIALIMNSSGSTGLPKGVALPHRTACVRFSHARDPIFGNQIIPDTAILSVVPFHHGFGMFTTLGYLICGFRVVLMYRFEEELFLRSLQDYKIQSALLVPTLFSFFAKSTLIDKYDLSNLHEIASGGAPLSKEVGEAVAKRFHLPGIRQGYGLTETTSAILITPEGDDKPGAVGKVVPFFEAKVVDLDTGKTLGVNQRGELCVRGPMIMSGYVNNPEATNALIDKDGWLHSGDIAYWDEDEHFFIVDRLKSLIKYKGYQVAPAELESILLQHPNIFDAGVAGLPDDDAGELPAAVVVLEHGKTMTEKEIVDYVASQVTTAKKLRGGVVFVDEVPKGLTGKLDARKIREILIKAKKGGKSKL
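Substrate buffer containing 10 uM ATP (pH 7.2 imidazole, Mg2+, KCl, detergent, BSA) is dispensed, compound pinned in, then luciferase/luciferin detector mix added. After 8 min at ambient temperature, light output is measured.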
CRE-bla Fsk: CRE-bla signaling modulation under forskolin stimulation. CHO CRE-bla reporter (cAMP response element driving beta-lactamase), forskolin EC10, beta-lactamase ratio. AID 662. Potency, µM (titrated, usually from 38.2 µM), inactives show at the top dose activity change, negative = inhibition, hits mostly activators. 71,000 compounds, 2.5% hits; active = well fitted activation curve with a large enough effect in the signal ratio, with a control signal flat, not every such curve was filed as active; inconclusive = small, poorly fitted or top-dose-only effect, or effect the other way, or a change in a side signal; the % refers to the signal ratio; note: potency is the fitted concentration of half-maximal effect; % of control where 0% means no effect
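The 460nm/530nm emission ratio after CCF4 loading defined %Activity, from which AC50 values were obtained. CRE-bla CHO cells received compound dilution series together with an EC10 level of NKH 477 for 3 hours at 37 degrees Celsius.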
Fluorescein fluor: fluorescein region autofluorescence. AID 593. max fluorescein-equivalent concentration, M. 59,000 compounds, 0.91% hits. Compound autofluorescence, 480/540 nm, fluorescein-equivalent; active compounds read high; in the data active = max fluorescein-equivalent concentration above about 10 nM; inconclusive = between about 1.1 nM and that limit
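Spectral profiling of library compounds in the fluorescein window (480 nm excitation, 540 nm emission) after 15 min at room temperature in pH 8.0 Tris (100 mM). Values are dye-equivalent concentrations.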
GFP derepression: epigenetic modulators derepressing GFP locus in mouse cells; mouse C127i GFP locus derepression, cytometry, 30 h; Potency, µM (series often up to 46.1 µM), for inactives: at the highest dose GFP derepression (activation); 68,000 compounds, 0.09% hits; note: % of control where 0% means no effect
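Derepression screen: silenced CMV-GFP reporter in murine C127i cells, 30 h compound incubation at 37 C, washed cells imaged by laser-scanning cytometer to enumerate GFP-expressing objects of 20 to 120 um.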
Hsp90 Hop PPI: changes Hsp90-Hop TPR2A binding signal, up or down | 71,000 compounds, 0.44% hits | AID 595 | AlphaScreen TPR2A-His6 binding biotin-Hsp90 C-terminal peptide | Potency, µM (titrated, usually from 57 µM), without a hit: top-dose activity change, negative = inhibition; active = well fitted curve in either direction with a large enough effect; inconclusive = small, poorly fitted or top-dose-only effect, or another doubt; note: potency is the fitted concentration of half-maximal effect; % is set by controls: 0 for no effect and ±100 for the full control effect; many of its hits are not listed in these tables
Texas Red fluor: compound fluoresces in the Texas Red spectral region; Compound fluorescence, Texas Red channel, 547/618 nm; active compounds read high; AID 587; 59,000 compounds, 0.06% hits; max dye-equivalent concentration, M; in the data active = max dye-equivalent concentration above about 10 nM; inconclusive = between about 1.1 nM and that limit
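Spectral interference profiling: each compound concentration's relative fluorescence, read with a 547 nm excitation and 618 nm emission filter pair, was normalized to a per-plate Texas Red standard curve.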
HBB splicing: hemoglobin beta splicing modulation. HBB splicing reporter cell assay, activation; EGFP reporter with mutant IVS2-654 intron; response scale: normalised to 500 nM splice-correcting PNA. Potency, µM (highest dose often 46.1 µM), for the others: at the top dose activation, hits mostly activators. 65,000 compounds, 0.06% hits. AID 925; note: potency is the fitted concentration of half-maximal effect; 0% is about no effect
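Compounds were applied for 2 days to HeLa EGFP-654 cells, 500/well in Optimem with 2% FCS. The reporter's EGFP is disrupted by mis-splicing of beta-globin intron IVS2-654. Readout: summed well GFP fluorescence from 488 nm laser scanning; reference was 500 nM antisense […] 654 PNA.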
4MU fluor: 4-MU region autofluorescence. compound autofluorescence, 340/450 nm, 4-MU equivalents; active compounds read high. max dye-equivalent concentration, M. 59,000 compounds, 11% hits. AID 589; in the data active = max dye-equivalent concentration above about 10 nM; inconclusive = mostly about 1.1 nM to 9.6 nM
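Compounds in 100 mM Tris, pH 8.0, incubated 15 min at room temperature, then fluorescence read at 340 nm excitation/450 nm emission. Signal converted to 4-MU dye-equivalent concentration using an on-plate six-point 4-MU standard curve.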
Ub-GFP proteasome: ubiquitin-GFP accumulation via proteasome inhibition. Ubiquitin-GFP reporter cells, proteasome inhibition, GFP fluorescence; response scale: untreated = 0%, 10 µM MG-132 = 100%. 67,000 tested, under 10 active. Potency, µM (top dose mostly 45.9 µM), inactives show at the highest dose activation (GFP accumulation), actives largely listed as activators; active = well fitted activation curve with a large enough effect, not every such curve was filed as active; inconclusive = small, poorly fitted or top-dose-only effect, or another doubt; inactive = no such curve, though single readings can be large or run the other way; note: potency is the fitted concentration of half-maximal effect
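Proteasome block read as GFP accumulation: ubiquitin(G76V)-GFP U2OS cells exposed to compound (2.9 nM–46 uM) for 4 hr at 37 C. Normalization used untreated cells as 0% and 10 uM MG-132 as 100%; concentration-response curves fitted.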
ERK AVP inh: inhibitors of vasopressin-stimulated ERK signaling pathway; HEK293-V1b, vasopressin-stimulated pERK AlphaScreen; AID 995; 72,000 compounds, 0.99% hits; Potency, µM (top dose mostly 57.5 µM), for inactives: top-dose activity, negative = inhibition, most hits filed as inhibitors; note: potency is the fitted concentration of half-maximal effect; % is set by controls: 0 for no effect and ±100 for the full control effect; nearly all actives have a fitted effect of over 55% in size
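HEK293 cells stably expressing V1b receptor, preincubated 30 min at 37 °C with compound, then stimulated 5 min with 25 nM vasopressin. Phospho-ERK by AlphaScreen SureFire after 5 h RT; normalized to DMSO and vasopressin; AC50 by Hill fit.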
A350 fluor: compounds fluorescent in Alexa 350 spectral region | max dye-equivalent concentration, M | 59,000 compounds, 11% hits | Compound autofluorescence, 340/450 nm, Alexa 350 dye-equivalents; active compounds read high; in the data active = max dye-equivalent concentration above about 10 nM; inconclusive = mostly about 1.1 nM to 9.6 nM
* = called active by the depositor; i = inactive; u = inconclusive; x = no result given; [ ] = another dose, or the depositor's remark. Unless noted, calls come from the whole dose curve; as a rule, active = well fitted curve in the direction sought with a large enough effect; inconclusive = small, poorly fitted or top-dose-only effect, or another doubt; inactive = no such curve, though single readings can be large; an effect the other way counts as inactive or inconclusive. A portion of the library; rates above refer to the full screens.

SMILES | Luciferase inh | CRE-bla Fsk | Fluorescein fluor | GFP derepression | Hsp90 Hop PPI | Texas Red fluor | HBB splicing | 4MU fluor | Ub-GFP proteasome | ERK AVP inh | A350 fluor
CCOc1c(OC)cc(C2C(C#N)=C(N)Oc3n[nH]c(-c4ccncc4)c32)cc1OC (stereo unspecified) | 0% | u | i | 1% | -6% | i | -2.4% | i | 5% | 39%[activator] | i
COc1ccc(C(=O)c2ccc(OC)c(OC)c2)cc1OC | 8% | u | i | 1% | -1% | i | 0.2% | i | 8% | 22% | i
CCC12CN3CC(CC)(CN(C1)C31C(=O)N(C)c3ccc(C)cc31)C2=O (stereo unspecified) | 4% | 1% | i | -2% | 2% | u | 5.3%[1.84 µM] | i | 2% | 4% | u
Cc1cccc(C)c1N1C(=O)CC(N(O)c2ccccc2)C1=O (stereo unspecified) | -1% | -19% | i | -5% | 2% | u | 3.1%[1.84 µM] | i | -14% | -18% | i
O=C(CN1CCC(Cc2ccccc2)CC1)NC(=O)NCc1ccco1 | -3% | -15% | i | 0% | -1% | u | 0.2%[0.369 µM] | i | x | -25% | i
COCCCn1c(SCC(=O)OC2CCCCC2)nnc1-c1cccs1 | -24% | 1% | i | 0% | -2% | u | -0.2%[57.5 µM] | i | -6% | -3% | i
Cc1ccc(S(=O)(=O)NC2=NCN(C3CCN(Cc4ccccc4)CC3)CN2)cc1 | 0% | -2% | i | -6% | -1% | u | u | i | 26% | 16% | i
Cc1nn(Cc2ccc(F)cc2)c(C)c1NC(=O)c1cc(-c2ccc3c(c2)OCO3)on1 | -2% | u | i | 2% | 2% | i | 0.6% | u | -8% | -9% | u
Cc1ccc(N(CN2CCCC2=O)C(=O)c2ccc(OC(C)C)cc2)cc1 | -1% | -7% | u | 0% | -2% | i | 0.3%[57.5 µM] | i | 8% | 16% | i
CCN(CC)CCCn1c(-c2ccccc2)nc2c(NCc3ccccc3)nc(C)nc21 | x | -9% | x | x | -1% | x | -0.9% | x | 5% | -1% | x
C[C@@H]1CN(CCCn2c3ccccc3c3ccccc32)C[C@H](C)N1 | 0% | -1% | x | 0% | -5% | x | x | x | -3% | u | x
O=C1CC(c2c[nH]c3ccccc23)C(=O)N1 (stereo unspecified) | 0% | -9% | i | 4% | -5% | i | -1.0% | u | -4% | 1% | u
O=C(CN(Cc1ccc2c(c1)OCO2)C(=O)CNC(=O)c1ccco1)NC1CCCCC1 | 1% | -8% | u | -2% | -5% | i | x | i | -2% | -12% | i
CC1(C)N=C(/C=N/O)CN1O | -1% | -3% | i | -3% | -1% | i | -0.4%[57.5 µM] | 6.9e-08M* | 1% | -4% | 7e-08M*
CC(=O)Nc1cccc2c1OCCO2 | 2% | -1% | i | 4% | -2% | u | 1.1%[57.5 µM] | 8.6e-08M* | -6% | -6% | 1.1e-07M*
CC(C)(/C=N/O)/[N+]([O-])=C/c1ccccc1C(F)(F)F | 0% | -20% | u | 0% | 0% | i | 2.5% | i | -3% | 17% | i
C=CCNC(=O)C(C#N)c1nc2ccccc2nc1N1CCCCCC1 (stereo unspecified) | -1%[25.5 µM] | x | 1.3e-08M* | -2%[20.6 µM] | x | i | x | 3e-07M* | x | x | 3.6e-07M*
Cc1cc(OCC(=O)c2ccc(F)cc2)ccc1N1C(=O)CCC1=O | -4% | -3% | i | -2% | u | i | -0.2% | i | -2% | 22% | i
Cc1ccc(/C=c2\sc3nc(-c4ccccc4Br)nn3c2=O)o1 | -20% | 6% | i | 3% | -2% | i | -1.6% | i | 1% | -7% | u
C/C(Cl)=C/Cn1c(SCCN2CCOCC2)nc2c1c(=O)[nH]c(=O)n2C | 1% | 6% | i | -4% | -3% | i | -0.2%[0.369 µM] | i | x | -23% | i
CC(NC(=O)c1cc(-c2ccc(O)cc2)on1)c1ccccc1 (stereo unspecified) | -1% | u | x | 7% | -2% | x | -0.6% | x | 9% | 1% | x
CCCOc1ccc(C(=O)NCc2cccnc2)cc1 | 2% | u | i | 5% | -2% | i | 0.2% | i | 1% | 14% | u
O=C(c1csnn1)N1CCC2(CC1)CN(C(c1ccccc1)c1ccccc1)C2 | -1%[11.4 µM] | -2% | i | -2%[9.22 µM] | -7% | i | 0.0% | i | 10% | 13% | i
CC1Cc2nc(SCC(=O)OCc3ccccc3)n(C)c(=O)c2S1 (stereo unspecified) | 0% | u | x | x | -3% | x | 0.3% | x | -2% | x | x
CCOC(=O)N1CCN(C(=O)c2ccc3c(=O)n(-c4ccc(OC)cc4)c(=S)[nH]c3c2)CC1 | 2% | 7% | i | 1% | -1% | i | -2.6% | i | 8% | 9% | i
Cc1cc(C(=O)N2CCN(CCc3ccccc3)CC2)no1 | 4% | 3% | i | 0% | -4% | i | 9.4% | i | 3% | -5% | i
CCn1cc(C(=O)OCc2ccccc2)c(=O)c2ccc(C)nc21 | 0% | 13µM* | u | -2% | 0% | i | -1.4% | i | 4% | u | u
CC(=O)Nc1ccc(S(=O)(=O)N2CCSCC2)cc1 | 2% | 0% | x | 0% | -2% | x | 0.9%[9.22 µM] | x | -12% | 15% | x
O=C(CCCN1C(=O)CSc2ncccc21)N1CCN(c2cccc(C(F)(F)F)c2)CC1 | -1% | u | i | 2% | -12% | u | 0.6% | i | -5% | u | i
CCS(=O)(=O)Nc1c(C(=O)OC)[nH]c2ccccc12 | 2% | -25% | i | 0% | -1% | i | 1.6% | i | 15% | 0% | u
CCOc1ccc(Cn2nnc(C(=O)NCc3ccc(OC)cc3)c2N)cc1 | 4% | -7% | x | x | 0%[2.3 µM] | x | 0.6% | x | 3% | 4% | x
Cn1c(-c2ccccc2)cccc1=O | 1% | -13% | i | -2% | 1% | i | -0.2% | i | 10% | -10% | i
CCOC(=O)N1CCC(NC(=O)CCS(=O)(=O)c2ccc3c(c2)CCN3C(=O)CC)CC1 | -1% | -9% | i | -1% | -1% | i | -1.5% | i | -12% | 19% | i
CN(C)C(=O)CN(C)S(=O)(=O)c1ccc(Cl)cc1 | 3% | 0% | i | 3% | -3% | i | 5.5% | i | -5% | 0% | i
CCn1c(C)c(C(C)=O)c(N2CCCCC2)nc1=S | 1% | 0% | i | 0% | -4% | i | 1.1% | i | 5% | -17% | i
NCC(O)COCCC12CC3CC(CC(C3)C1)C2 (stereo unspecified) | 0% | -1% | i | 2% | -5% | i | -3.8%[0.369 µM] | i | 0% | -3% | i
CN(C)c1ccc(/C(=N\O)C(F)(F)F)cc1 | -1% | u | x | 2% | -12%[11 µM] | x | -2.9%[0.0738 µM] | x | -2%[9.17 µM] | -4% | x
CCC(=O)N1CCc2cc(S(=O)(=O)NC(C(=O)NCc3ccccc3)C(C)C)ccc21 (stereo unspecified) | 0% | -7% | i | 0% | -4% | u | -1.0% | i | -1% | 24% | i
Cn1ccnc1SCCC#N | -1%[25.5 µM] | x | i | 10%[20.6 µM] | x | i | x | u | x | x | u
CCN(CCO)C(=O)C12CCC(C)(C(=O)C1)C2(C)C (stereo unspecified) | 1% | 0% | u | -3% | -3% | i | 1.5% | i | 7% | -9% | i

The last 2 records of the section above are carried over, then new ones follow:
SMILES | Luciferase inh | CRE-bla Fsk | Fluorescein fluor | GFP derepression | Hsp90 Hop PPI | Texas Red fluor | HBB splicing | 4MU fluor | Ub-GFP proteasome | ERK AVP inh | A350 fluor
Cn1ccnc1SCCC#N | -1%[25.5 µM] | x | i | 10%[20.6 µM] | x | i | x | u | x | x | u
CCN(CCO)C(=O)C12CCC(C)(C(=O)C1)C2(C)C (stereo unspecified) | 1% | 0% | u | -3% | -3% | i | 1.5% | i | 7% | -9% | i
CC(=O)Nc1nc(C)nc(C)c1C(C)=O | 0% | -1% | i | 2% | -2% | i | -0.3% | i | 11% | -2% | i
CCCCCN(C(=O)NC(=O)Nn1cnnc1)S(C)(=O)=O | 0% | u | i | 1% | -1% | i | 0.1% | i | -6% | 7% | i
Cc1ccccc1-c1ccc(=O)n(CC(=O)Nc2ccc(N3CCOCC3)cc2)n1 | -2% | -6% | u | -3% | -11% | i | x | i | 1% | -23% | i
CCOC(=O)Cn1c(CN2CCOCC2)nc2c1c(=O)n(C)c(=O)n2C | 1% | 17% | x | x | -9% | x | -1.9% | x | -10% | x | x
O=C1CC(c2ccc(S(=O)(=O)NCc3ccccc3)cc2)CN1 (stereo unspecified) | 2% | 3% | x | x | -4%[2.3 µM] | x | -0.7% | x | -5% | u | x
CN(C)CCNc1ncnc2ccccc12 | 2% | -15% | u | -1% | -1% | i | 0.4%[57.5 µM] | u | 2% | 2% | u
CC(C)(CO)NCc1ccccc1OCC(=O)Nc1ccccc1 | 1% | -2% | i | 5% | -2% | i | -0.2% | i | -3% | -14% | i
CCN(CC)CCN1C(=O)C(=O)/C(=C(/O)c2ccccc2)C1c1ccccc1F (stereo unspecified) | 1% | 4% | x | -2% | -3% | x | 0.4% | x | 0% | -6% | x
